# USP2a inh – qHTS Assay for Inhibitors of Ubiquitin-specific Protease USP2a Using CHOP2 as the Reporter. 0.01% of 330,000 active. AID 463254, 2010. Ubiquitin carboxyl-terminal hydrolase 2 (Homo sapiens), O75604. Potency, µM (titrated, usually from 38.3 µM), for the others: at the top dose activity change, negative = inhibition, most hits filed as inhibitors. USP2 core, Ub-CHOP2 coupled fluorogenic reporter, 485/531;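 also: potency is read from the fitted curve at half-maximal effect; plate controls were DMSO wells for no effect and full inhibition by NEM control for full effect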
#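 Deubiquitinase activity read as fluorescence (485/531 nm) after Ub-CHOP2 cleavage activates the enterokinase reporter on its substrate; USP2 core 10nM, Ub-CHOP2 and substrate 25nM each, 30min compound preincubation then 60min RT; data normalized to NEM, curves fitted.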
# Eya2 inh – qHTS Assay for Inhibitors of the Phosphatase Activity of Eya2; Potency, µM (top dose mostly 76.9 µM), without a hit: at the top dose activity, negative = inhibition, hits mostly inhibitors; AID 488837, 2010; 0.006% of 330,000 active; recombinant Eya2, OMFP fluorescence dephosphorylation (OMFP is methylfluorescein phosphate); also: potency is read from the fitted curve at half-maximal effect; % is scaled to controls: 0 for no effect and ±100 for the full control effect
# Target sequence (O00167 whole entry, looked up): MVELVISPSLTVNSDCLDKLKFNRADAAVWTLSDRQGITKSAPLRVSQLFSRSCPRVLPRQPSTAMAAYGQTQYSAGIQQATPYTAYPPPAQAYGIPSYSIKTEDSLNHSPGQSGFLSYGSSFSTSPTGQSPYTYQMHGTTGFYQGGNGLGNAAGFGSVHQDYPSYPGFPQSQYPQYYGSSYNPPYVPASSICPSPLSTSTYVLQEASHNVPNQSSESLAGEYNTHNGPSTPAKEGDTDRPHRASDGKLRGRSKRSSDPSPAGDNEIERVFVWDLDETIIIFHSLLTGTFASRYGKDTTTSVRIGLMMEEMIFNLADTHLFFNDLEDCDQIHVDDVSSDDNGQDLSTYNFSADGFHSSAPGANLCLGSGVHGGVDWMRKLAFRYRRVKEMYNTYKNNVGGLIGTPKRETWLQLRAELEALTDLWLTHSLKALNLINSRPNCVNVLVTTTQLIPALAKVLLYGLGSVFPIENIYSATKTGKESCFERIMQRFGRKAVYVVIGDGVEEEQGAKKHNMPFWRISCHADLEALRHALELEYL
#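 Eya2 (0.2 uM) preincubated 10 min at ambient with compound, then OMFP substrate added at 50 uM; 10 min reaction in 50 mM HEPES pH 7.5, 50 mM NaCl, 5 uM MgCl2, 0.05% BSA, 1 mM DTT. Fluorescence read at Ex 485/Em 525 nm.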
# KCNH2 3.1 block – qHTS for Inhibitors of KCHN2 3.1: Mutant qHTS; U2OS KCNH2 3.1, thallium flux FluxOr; active compounds read low; activity change, % (tested at about 1.8 µM); 0.95% of 340,000 active; AID 720553, 2013;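 active = maximum activity change below -70%; inconclusive = maximum activity change from -70% to -50%; inactive = maximum activity change above -50%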;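 also: thallium influx rate constant from kinetic fluorescence after stimulation buffer; % is scaled to controls: 0 for no effect and ±100 for the full control effect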
#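 Steps: virus added to U2OS suspension (4 h, RT, dark); medium with 10% FBS added, cells plated, 37 C overnight; FluxOr/Red40 loading buffer 45 min RT; stimulation buffer, 2 min kinetic read; rate constant normalized.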
# KCNH2 WT inh – qHTS for Inhibitors of KCHN2 3.1: Wildtype qHTS; activity change, % at 1.84 µM; U2OS, BacMam KCNH2, thallium flux FluxOr; active compounds read low; 0.37% of 340,000 active;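 active = maximum activity change below -70%; inconclusive = maximum activity change between -70% and -50%; inactive = maximum activity change above -50%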; also: % is scaled to controls: 0 for no effect and ±100 for the full control effect
#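 U2OS cells were transduced with wild-type KCNH2 virus (2.03 x 10^8 / mL) for 4 h at room temperature, then cultured overnight at 37 C. Thallium flux was read with FluxOr dye. Rate constants were normalized to DMSO controls.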
# Mito fusion act – qHTS Assay for Small Molecule Inhibitors of Mitochondrial Division or Activators of Mitochondrial Fusion; S. cerevisiae fusion-defective mutant growth rescue, CellTiterGlo 48 h; Potency, µM (doses to about 46.1 µM), for the others: top-dose growth rescue (activation), actives largely listed as activators; 0.23% of 320,000 active;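 also: potency is read from the fitted curve at half-maximal effect; % of control where 0% means no effect; nearly all actives have a fitted effect of over 45% in size; temperature-sensitive fusion mutants such as fzo1-1 at 37 °C on non-fermentable ethanol glycerol medium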
#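 Read-out: ATP-based luminescence (CellTiterGlo, 10 min ambient) reporting growth of fusion-defective ts yeast after 48 hours at 37C on glycerol/ethanol YPEG medium in the presence of compound.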
# TSHR antag – Antagonists of the Thyroid Stimulating Hormone Receptor: HTS campaign; TSHR-expressing cells, TSH-stimulated cAMP HTRF, 2 h; active compounds read low; activity change, negative = inhibition, % at 11.5 µM; 0.2% of 330,000 active; AID 504810, 2011;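 active = activity change below a set negative limit, meaning inhibition stronger than a set level, cut at about -70% in these data; inconclusive = activity change between two set negative limits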; also: % is scaled to controls: 0 for no effect and ±100 for the full control effect
#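 TSHR-expressing cells were treated with compounds, then stimulated with TSH at EC80 (4nM final) for 2 hours at 37 deg C. Cellular cAMP was measured by HTRF competition between lysate cAMP and cAMP-d2 for a cryptate-labelled anti-cAMP antibody.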
# ELG1 repair inh – qHTS screen for small molecules that inhibit ELG1-dependent DNA repair in human embryonic kidney (HEK293T) cells expressing luciferase-tagged ELG1. HEK293T ELG1-luciferase reporter, luminescence, 16 h; DNA damage induced by 5-fluorouridine. Potency, µM (top dose mostly 46.1 µM), for the others: at the top dose activity change, negative = inhibition, most hits filed as inhibitors. 2.3% of 330,000 active; also: potency is read from the fitted curve at half-maximal effect; % is scaled to controls: 0 for no effect and ±100 for the full control effect; nearly all actives have a fitted effect of over 55% in size
#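 Reporter activity after DNA damage by 5-fluorouridine is monitored. Compound-treated cells incubate 16 hr at 37 °C, then ONE-Glo is added for 30 min before luminescence reading.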
# A-T KAP1 phos – qHTS Assay for Identifying a Potential Treatment of Ataxia-Telangiectasia | Potency, µM (doses to about 57.5 µM), for the others: at the top dose activation, hits mostly activators | […] A-T fibroblasts, KAP-1 phosphorylation AlphaLISA; neocarzinostatin DNA damage 30 min before lysis | 0.19% of 320,000 active; also: potency is read from the fitted curve at half-maximal effect; % of control where 0% means no effect; nearly all actives have a fitted effect of over 45% in size
#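 hTERT-immortalized A-T patient fibroblasts ([…]), 500 cells/well in OPTI-MEM, 1% FBS, got compounds for 60 min, then NCS for 30 min at 37C. Lysates were then assayed for phospho-KAP-1 by AlphaLISA (anti-pKAP1 donor, anti-KAP1 acceptor beads), 6 hr at 25C.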
# TRPV1 agonist – HTS Assay for Compounds that Act as Agonists of the Vanilloid Receptor 1 | activation, % at 8.33 µM | Transient receptor potential cation channel subfamily V member 1 (Homo sapiens), Q8NER1 | 0.19% of 320,000 active | AID 540275, 2011 | TRPV1-expressing cells, Fluo-8 calcium influx, agonist mode; in the data active = activation above about 80%; inconclusive = between about 30% and that limit; also: 0% is about no effect
#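 Cells expressing TRPV1 were dye-loaded with Fluo-8 and read kinetically: 10 s baseline, 3 min after compound (agonist portion), then 2 min after EC20 capsaicin (allosteric enhancer portion). Calcium-bound dye fluorescence at 480/520 nm.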
# TCR activator – Activators of T cell receptors: qHTS campaign. Potency, µM (titrated, usually from 9.22 µM), for inactives: at the highest dose activation of IL-2 secretion, actives largely listed as activators. 330,000 tested, under 10 active. primary human leukocytes, anti-CD3, IL-2 HTRF, 48 h. AID 504894, 2011; also: % of control where 0% means no effect
#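 Using a-CD3 beads without co-stimulation, primary human leukocytes were exposed to compounds for 48 hr. An HTRF IL-2 kit measured the cytokine, with europium-to-d2 energy transfer producing emission at 665nm upon 320nm excitation.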
# An asterisk follows results filed as active; ? = inconclusive; . = no result given; & = joins results of further samples; [ ] = another dose, or the depositor's remark. Unless noted, calls follow the shape of the dose curve; as a rule, active = well fitted curve in the direction sought with a large enough effect; inconclusive = small, poorly fitted or top-dose-only effect, or another doubt; inactive = no such curve, though single readings can be large; an effect the other way counts as inactive or inconclusive.
SMILES,USP2a inh,Eya2 inh,KCNH2 3.1 block,KCNH2 WT inh,Mito fusion act,TSHR antag,ELG1 repair inh,A-T KAP1 phos,TRPV1 agonist,TCR activator
CC(C)Oc1cc2ccccc2cc1CNC[C@H]1O[C@@H](n2cnc3c(N)ncnc32)[C@H](O)[C@@H]1O,1%,-6%,-7,-18,.,-1,1%,23%,.,-9%
COc1cccc(N2CCN(CC(=O)c3c(C)[nH]c4ccccc34)CC2)c1,0%,-28%,-1,29,3%,-1,?,-1%,1,4%
COc1cccc(C(=O)Nc2cc(C)on2)c1OC,0%,-1%,-3,5,-4%,8,?,3%,0,9%
CC(=O)NC(=S)Nc1ccccc1C(=O)NC1CCCCC1,-1%,10%,2,-1,0%,0,-8%,4%,3,-2%[46.1 µM]
CCc1cccc2sc(NC(=O)c3ccc(N4C(=O)CCC4=O)cc3)nc12,2%,4%,18,-10,-2%,7,11%,-30%,-2,3%
O=C(c1n[nH]c(=O)c2ccccc12)N1CCOCC1,3%,5%,1,2,-3%,6,9%,-6%,3,-1%
COc1ccc(S(=O)(=O)N2CCCCC2)cc1NC(=O)COC(=O)c1ccco1,2%,6%,19,-2,.,.,?,10%,.,-1%
CC1CCN(C(=O)c2ccc3c(c2)OCO3)CC1,-1%,1%,-5,-6,1%,-31,-14%,4%,0,-4%
CC(=O)c1cccc(S(=O)(=O)Nc2ccc3nc(C)sc3c2)c1,9%,3%,1,-7,1%,-19,-14%,5%,-1,.
COc1ccc(OC)c(S(N)(=O)=O)c1,0%,-4%,25,40,-4%,8,12%,-9%,3,.
Cc1ccc(N2C(=O)/C(=C\c3ccco3)SC2=S)cc1,0%,2%,4,2,-1%,-15,?,21%,-2,.
CC1(C)Cc2c(sc(NC(=O)c3ccc(Br)o3)c2C#N)CO1,1%,16%,-11,3,3%,-3,?,-10%,?,10%
CC1CC(=O)Nc2ccccc2N1C(=O)CSc1ncnc2sccc12 (stereo not drawn),-2%,-13%,11,-3,-2%,14,-12%,-3%,-1,-2%
CSc1nc2oc3c(c2c2nncn12)CC(C)(C)SC3,8%,5%,-8,10,7%,35,4%,0%,-1,-2%
C/C(N)=C(/C#N)C(=O)COC(=O)CCSc1ccccc1,1%,0%,9,-5&-2,-1%,1,5%,8%,0,-4%
CCN=C1S/C(=C\c2ccc(-c3cccc(C(=O)O)c3)o2)C(=O)N1CC,0%,9%,-13,8,23%,32,?,-11%,-2,-4%
O=C(c1csc(Nc2cccc3ccccc23)n1)N1CCCC1,0%,1%,-4,1,5%,4,4%,-55%[inhibitor],1,-1%
CCOc1ccc(-n2c(SCC(=O)NCc3ccco3)nc3c(c2=O)SCC3)cc1,0%,-26%,16,0,-5%,-1,-11%,2%,1,4%
COc1ccc(N2CCN(C(=O)CSc3ccc([N+](=O)[O-])cc3)CC2)cc1,0%,-2%,-38,-11,-1%,-10,?,10%,17,-3%
O=C(O)c1ccc(-n2cccc2/C=N\NC(=O)c2cc3cc(Br)ccc3o2)cc1,7%,?,17,6,10%,-15,5%,-2%,0,3%
N#C/C(=C\c1ccncc1)c1nc2ccccc2c(=O)[nH]1,6%,4%,6,-12,-9%,-5,-8%,-8%,-1,-3%
O=c1c2ccccc2nc2c3ccccc3ncn12,2%,5%,-16,5,-3%,-7,?,26%,0,9%
COc1ccc(N(CC(=O)NCCSCc2ccco2)S(=O)(=O)c2ccccc2)cc1,9%,-6%,-21,24,3%,20,-17%,0%,12,1%
O=C(C1CCCCC1)N1CCN(S(=O)(=O)c2ccc(Cl)cc2)CC1,-1%,-10%,3,-10,-2%,-12,-12%,-9%,6,-1%
CN1C(=O)CC(N2CCN(CC(=O)N3CCCC3)CC2)C1=O (stereo not drawn),5%,5%,9,0,-3%,-8,3%,7%,0,6%
CCOc1ccc(N2C(=O)CN(c3cccc4ccccc34)C2=S)cc1,2%,1%,-14,-2,8%,-1,24%,7%,2,-17%
CCN1CCc2c(sc(NC(=O)Cc3ccccc3)c2C(N)=O)C1,-1%,-11%,26,-11,4%,22,3%,-3%,2,3%
CC(=O)NS(=O)(=O)c1ccc(NC(=S)NC(=O)COc2ccccc2C)cc1,-1%,-4%,-7,12,0%,-15,1%,4%,0,1%[46.1 µM]
O=C(COC(=O)CNC(=O)c1ccccc1)Nc1nnc(-c2ccccc2)o1,1%,-4%,1,2,-3%,8,?,-6%,0,5%
CCCn1c(C(C)Nc2nc(-c3ccc(OC)cc3)cs2)nc2ccccc21 (stereo not drawn),1%,-2%,-12,8,-2%,-2,11%,3%,0,-4%
O=C(COC(=O)CCS(=O)(=O)c1ccccc1)Nc1ccc(N2CCCCC2)cc1,3%,14%,-7,-8,1%,-6,?,6%,16,3%
Cc1ccc(NC(=O)CN2C(=O)N/C(=C/c3ccc(C)o3)C2=O)cc1,5%,-5%,-6,0,-1%,-1,8%,-8%,-2,4%
CC(=O)Nc1cccc(Oc2cnc3ccccc3n2)c1,4%,2%,-21,-12,2%,-9,-15%,0%,16,0%
Cc1ccc(/C(N)=N/OC(=O)c2ccc(F)cc2)cc1,0%,4%,-17,1,?,7,?,-5%,3,1%
CCCCN(C)CCNC(=O)C(=O)c1c(C)[nH]c2ccccc12,1%,18%,-7,3,-2%,5,-12%,0%,1,-18%
CC(=O)c1cccc(S(=O)(=O)NCC(c2ccco2)N2CCCCC2)c1 (stereo not drawn),-4%,-1%,-5,-1,-2%,15,0.58µM*,-5%,-1,0%
Cc1cccc(OCC(=O)OCC(=O)Nc2sccc2C(N)=O)c1,0%,-15%,10,-1,.,-15,5%,3%,.,1%
Cc1cc(C)c2sc(NC(=O)C3=COCCO3)nc2c1,3%,-23%,-3,13,4%,-18,?,-2%,?,-3%
Cc1nc2scc(C)n2c(=O)c1S(=O)(=O)N1CCN(c2cccc(C(F)(F)F)c2)CC1,-7%,-7%,2,4,13%,-7,-19%,-5%,21,0%
Cc1sc2ncnc(SC(C)C#N)c2c1C (stereo not drawn),1%,-7%,4,14,-5%,-7,-1%,13%,0,-8%

# Limited to Eya2 inh and Mito fusion act, for some of the entries so far:
Molecule,Eya2 inh,Mito fusion act
Cc1cccc(OCC(=O)OCC(=O)Nc2sccc2C(N)=O)c1,-15%,.
Cc1cc(C)c2sc(NC(=O)C3=COCCO3)nc2c1,-23%,4%

# (further entries)
SMILES,USP2a inh,Eya2 inh,KCNH2 3.1 block,KCNH2 WT inh,Mito fusion act,TSHR antag,ELG1 repair inh,A-T KAP1 phos,TRPV1 agonist,TCR activator
COc1ccc(OC)c(S(=O)(=O)NCCc2ccccc2)c1,3%,6%,5,3,1%,16,?,-3%,7,3%
COCCNc1nc(CSc2ccccc2)nc2sc(C)c(C)c12,-1%,-10%,9,-9,15%,3,?,-3%,?,1%[46.1 µM]
CCN(Cc1ccccc1)C(=O)COC(=O)c1cc(S(=O)(=O)Nc2ccccc2OC)ccc1O,4%,-9%,-5,16,.,-22,-6%,-3%,.,.
COc1ccc(N2C(=O)CCC(C(=O)O)C2c2ccccc2OC)cc1 (stereo not drawn),-6%,-17%,-2,-2,-1%,-1,-1%,8%,2,-10%
CC(C)[C@H](NC(=O)c1ccc(Cl)cc1Cl)C(=O)NNc1cccc(C(=O)O)c1,-3%,?,.,-9,.,21,?,5%,.,4%
O=C(NC1CCSc2ccccc21)c1cccc(Cl)c1 (stereo not drawn),3%,4%,-1,4,2%,16,?,-15%,-1,0%
Cc1ccc(S(=O)(=O)NCCC2(C(C)C)CCOC(C)(C)C2)cc1 (stereo not drawn),2%,7%,-3,-3,0%,-6,-8%,4%,12,2%
CCN(C[C@H]1N[C@@](CC)(C(=O)OC)[C@H]2C(=O)N(Cc3ccccc3)C(=O)[C@@H]12)C(=O)C1CCCCC1,-3%,-21%,2,1,.,-11,?,3%,.,-3%
CCCCn1c(SCC(=O)Nc2nnc(C)s2)nnc1-c1ccoc1C,0%,-11%,-3,-3,2%,-10,9%,-2%,1,3%
CC(C)CC(=O)Nc1cccc(-c2nc3ccccc3o2)c1,?,-6%,12,-3,4%,-15,9%,6%,?,1%

# This is a subset (hit frequency here may not be typical).
